High-throughput results from PubChem.
EWS-Fli inh – inhibitors of EWS/Fli oncoprotein transcriptional activity; A673 NR0B1-luciferase reporter, viability-normalised; inhibition, % at 12.6 µM; 0.67% of 350,000 active; AID 651661;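 active = mean inhibition of at least 50% after viability correction, with every replicate also passing that limit; inconclusive = mean reaches 50% but only one of two replicates passes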;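 note: firefly luciferase signal divided by Alamar Blue viability fluorescence both relative to DMSO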
DENV2 CPE – protects cells from dengue virus 2 cytopathic effect; DENV2-infected cells, cytopathic effect rescue, plate reader; 1.7% of 350,000 active; CPE inhibition, % at 9.99 µM; in the data active = CPE inhibition above about 20%, passing the limit was not always enough; inconclusive = no clear call, values can overlap the other calls; tested in BHK-21 cells;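 note: 0% = median of neutral control wells and 100% = median of positive control wells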
miR-122 sensor – blocks miR-122 activity in Huh7 sensor cells; Huh7 miR-122 Renilla luciferase sensor, 48 h; neutral wells = 0, positive control = 100; activation (reporter increase), % at 12.5 µM; 0.3% of 340,000 active; AID 602342;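 active = mean replicate activation score at least 90 and every replicate individually at or above 90; inconclusive = only one of the two criteria met; inactive = neither criterion met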;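 note: higher luciferase means less miR-122 activity so hits act as miR-122 inhibitors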
FN deposition inh – fibronectin deposition inhibition; AH1F fibroblasts, Alexa488-fibronectin deposition fluorescence, overnight; inhibition, % at 12.6 µM; 0.086% of 350,000 active;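 active = mean inhibition across replicates of 30% or more, regardless of how many single replicates reach that level; inconclusive = mean under 30% yet at least half of replicates reach 30%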;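 note: positive control wells lacked labelled fibronectin entirely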
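Material: AH1F fibroblast monolayer depositing Alexa488-labelled fibronectin into matrix | Input: 10000 AH1F cells/well | Medium: DMEM plus 2% serum, read in PBS | Reagent: Alexa488-fibronectin, 24 nM final in well | Compound dosing: One dose per compound, pinned | Schedule: 1 h adhesion, overnight exposure | Measured by: Fluorescence at 485 nm excitation, 525 nm emission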
INS-1E GSIS act – primary screen for activators of insulin secretion dependent on glucose, INS-1E cells, GLuc reporter luminescence; activation, % at 16.6 µM; 0.61% of 370,000 active; INS-1E GLuc reporter insulin secretion, 2-3 h;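 active = lowest replicate activation of at least 40%, so every replicate reaches that level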;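 note: 0% = median of neutral control wells and 100% = median of IBMX positive control wells; some compounds called inactive have numbers as strong as hits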
CFTR F508del cor – correctors of CFTR F508del function in bronchial epithelial cells. AID 720511. 0.36% of 350,000 active. CFBE cells, YFP halide quenching; stimulated with forskolin plus potentiator P3; % fluorescence drop versus neutral controls. activity (quench increase), % at 7.58 µM;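 active = mean added fluorescence quench of at least 8% versus neutral control, with both replicates also reaching 8%; inconclusive = only one of the mean or replicate conditions met; inactive = mean below 8% and not both replicates reaching 8%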;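 note: cells transiently co-express mutant CFTR-F508del with the halide-sensitive YFP; corrector assay measuring rescue of mutant channel to the surface after 24 h compound exposure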
PAX8 inh HTS – PAX8 transcriptional activity inhibition; RMG-I TPO-luciferase reporter, SteadyGlo, 24 h; inhibition, % at 12.6 µM; AID 652154; 1.2% of 360,000 active;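 active = mean replicate inhibition at least 60% with every replicate also reaching 60%; inconclusive = only one of the two criteria is met; inactive = mean below 60% and not all replicates reaching 60%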;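 note: luciferase light reporting Pax8 driven TPO promoter activity; plate controls were median of neutral control wells for no effect and mitoxantrone controls for full effect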
* hit, by the source's call; u = inconclusive; x = no result given; & = joins results of further samples; [ ] = remark or other dose.

SMILES	EWS-Fli inh	DENV2 CPE	miR-122 sensor	FN deposition inh	INS-1E GSIS act	CFTR F508del cor	PAX8 inh HTS
CC(=O)Nc1ccc(NC(=O)CSc2ccc3nnc(-c4ccccn4)n3n2)cc1	x	-7	4	9	19	-3.5	-21
COc1ccc(S(=O)(=O)Nc2cccc3c2O[C@H](CN(C)C)[C@H](C)CN([C@H](C)CO)C3=O)cc1	-8	13	2[16.7 µM]	x	0	-0.3	-17
CCC(=O)N1CCC1(C)C(=O)Nc1cnc2ccccc2c1 (configuration not stated)	-13	-5	2	0	x	2.3	-30
CCCCOC(=O)Nc1ccc(C(=O)OC)cc1	x	x	-10	4	x	x	-161
O=C(COc1ccccc1C(=O)Nc1ccccc1)NCCc1ccccc1	0	4	x	6	11	0.3	-10
COCCCNC(=O)c1cc(C(=O)Cc2ccccc2)c[nH]1	5	-3	x	1	-5	-0.3	9
COc1ccc(C(=O)Oc2ccc[nH]c2=O)cc1	4	9	x	-3	0	0.7	-1
CC(C)c1ccc(NC(=O)CCCN2C(=S)NC(C)(C)CC2C)cc1 (configuration not stated)	5	-7	1	6	-25	2.4	7
CC(C)CC#Cc1ccc2c(c1)O[C@H](CN(C)C(=O)C1CC1)[C@H](C)CN([C@H](C)CO)S2(=O)=O	12	x	-1[16.7 µM]	9	-10	-2.4	x
CO[C@@H]1CN(C)C(=O)c2cc(NC(C)=O)ccc2OC[C@H](C)N(C(=O)c2ccccn2)C[C@@H]1C	-10	17	10[16.7 µM]	-1	3	2.3	x
CN1C(=O)c2cc(NC(=O)NCc3ccccc3)ccc2OC[C@@H]2O[C@@H](CC(=O)NCC3CCCCC3)CC[C@H]21	6	-1	3[16.7 µM]	0	-7	-0.9	-7
COc1ccc(C(=O)C2CCCN(Cc3cn(C)nc3-c3ccccc3)C2)cc1F (configuration not stated)	2	u	x	-6	-7	0.3	0
O=C(C[C@H]1CC[C@H]2[C@@H](COC[C@@H](O)CN2Cc2cc(F)cc(F)c2)O1)Nc1nccs1	-2	-4	7[16.7 µM]	3	-2	3.6	25
Cc1c(-n2c(-c3ccccc3Cl)n[nH]c2=S)c(=O)n(-c2ccccc2)n1C	15	4	-4	-4	-6	2.6	6
C[C@H]1CN([C@@H](C)CO)C(=O)c2cc(NS(C)(=O)=O)ccc2O[C@H]1CN(C)S(=O)(=O)c1cn(C)cn1	1	3	-4[16.7 µM]	x	-12	0.6	x
Cc1ccc(N(Cc2ccc(C(=O)Nc3c(C)n(C)n(-c4ccccc4)c3=O)cc2)S(C)(=O)=O)cc1C	4	0	1	13	-1	-0.5	-11
C[C@@H]1CN([C@@H](C)CO)C(=O)c2cc(C#CCN(C)C)cnc2O[C@H]1CN(C)Cc1cccc(F)c1	0	12	-9[16.7 µM]	-10	5	2.0	2
C=CCn1c(SCC(=O)c2[nH]c(C)c(C(=O)OCC)c2C)nc2scc(-c3ccc(OC)cc3)c2c1=O	38	4	x	4	x	x	-1
C[C@H]1CN([C@@H](C)CO)C(=O)c2cccc(NC(=O)Nc3ccc(C(F)(F)F)cc3)c2O[C@H]1CN(C)Cc1ccc(C(F)(F)F)cc1	-7	10	50[16.7 µM]	x	-12	-7.2	-2
C[C@H](CO)N1C[C@H](C)[C@@H](CN(C)C(=O)C2CCC2)Oc2cc(C#Cc3ccncc3)ccc2S1(=O)=O	4	6	7[16.7 µM]	-15	-18	-2.1	x
O=C(Nc1ccc(Cl)cc1)N[C@@H]1CC[C@H](CCNC(=O)c2cc(Cl)cc(Cl)c2)O[C@@H]1CO	-4	-10	x	-1	-13	-4.6	7
O=C(c1cnc2sccn2c1=O)N(Cc1ccccc1)c1ccccn1	3	-12	0	18	x	-0.8	2
Cc1cccc(C)c1NC(=O)CN(C)C(=O)Cn1c(=O)cnc2ccccc21	x	u	1	x	17	1.0	7
COc1ccccc1CC(=O)Nc1ccc(S(=O)(=O)N2CC(C)CC(C)C2)cc1 (configuration not stated)	11	x	0	-3	-5	0.2	15
CCC(CO)Oc1cc(NCc2ccccc2)c2ncn(C3CCCC3)c2c1 (configuration not stated)	-11	64*	11	2	-2	3.1	-12
CCOC(=O)N1CCN(C(=O)CN(C)S(=O)(=O)c2ccc(F)cc2)CC1	-3	-2	-5	-11	7	0.4	28
CCCCN(c1ccccc1)S(=O)(=O)c1cccc2cccnc12	8	0	4	-3	18	-6.2	8
COc1ccc(CCNC(=O)c2cccn2C)cc1	x	1	-5	x	22	-1.0	-185
Cc1ccc(NC(=O)C(C)OC(=O)c2ccc(Cl)nc2)cc1S(=O)(=O)N1CCOCC1 (configuration not stated)	8	-7	2	-2	-25	2.5	28
C[C@@H]1CN([C@@H](C)CO)C(=O)c2cc(NS(=O)(=O)c3cccs3)ccc2O[C@@H](C)CCCCO[C@@H]1CN(C)Cc1ccc2c(c1)OCO2	10&-9	-19&-4	-6&3[16.7 µM]	x	0	3.4&-1.1	18&-3
CCOC(=O)c1c(C)[nH]c(C(=O)C(C)OC(=O)c2cnc(C)cn2)c1C (configuration not stated)	-2	-2	-6	8	-4	2.5	-8
Fc1ccc(NC(=S)Nc2ccccc2OC(F)F)cc1Cl	x	x	x	-7	-41	x	-5
Cn1c(SCc2nnc(-c3ccc(F)cc3)o2)nnc1C1COc2ccccc2O1 (configuration not stated)	x	x	-3	-1	13	x	x
C[C@@H]1CCCCO[C@H](CN(C)S(=O)(=O)c2ccc(F)cc2)[C@H](C)CN([C@@H](C)CO)C(=O)c2cc(NC(=O)c3ccccc3)ccc2O1	1	-15	7[16.7 µM]	11	-16	-2.9	5
CO[C@H]1CN(C)C(=O)c2cc(NC(=O)CC(F)(F)F)ccc2OC[C@@H](C)N(C(=O)c2ccccc2F)C[C@H]1C	0	-7	x	7	0	-1.4	14
O=C(c1ccccc1F)N1C[C@@H]2[C@H](c3ccccc31)[C@H](CO)N2C(=O)c1ccncc1	1	-13	-11[16.7 µM]	-7	15	-1.4	19
CC1Cc2ccccc2N1C(=O)Cn1cc(C(F)(F)F)ccc1=O (configuration not stated)	-16	7	4	0	9	-1.7	7
COc1ccc(NC(=O)Nc2c(O)ccc3ccccc23)cc1	-67	1	x	-2	-12	-0.6	-10
COc1ccc(CN2C(=O)c3ccccc3C2c2nnnn2Cc2ccccc2)cc1OC (configuration not stated)	-8	-6	x	2	14	2.4	-5
CCOC(=O)C1C2C=CC3(CN(c4cccc(Cl)c4)C(=O)C13)O2 (configuration not stated)	-7	-2	0	2	-6	-2.9	-20

Complete entries from above.
Entry for `Cn1c(SCc2nnc(-c3ccc(F)cc3)o2)nnc1C1COc2ccccc2O1` (configuration not stated) → EWS-Fli inh: x; DENV2 CPE: x; miR-122 sensor: -3; FN deposition inh: -1; INS-1E GSIS act: 13; CFTR F508del cor: x; PAX8 inh HTS: x
Entry for `O=C(c1ccccc1F)N1C[C@@H]2[C@H](c3ccccc31)[C@H](CO)N2C(=O)c1ccncc1` → EWS-Fli inh: 1; DENV2 CPE: -13; miR-122 sensor: -11[16.7 µM]; FN deposition inh: -7; INS-1E GSIS act: 15; CFTR F508del cor: -1.4; PAX8 inh HTS: 19

The listing continues:
SMILES	EWS-Fli inh	DENV2 CPE	miR-122 sensor	FN deposition inh	INS-1E GSIS act	CFTR F508del cor	PAX8 inh HTS
COCC#Cc1cnc2c(c1)C(=O)N([C@@H](C)CO)C[C@H](C)[C@@H](CN(C)C(=O)Nc1cc(F)ccc1F)O2	1	-4	-14[16.7 µM]	1	-3	2.2	37
Cc1ccc(NC(=O)C2CCN(C(=O)c3ccc(F)cc3)CC2)nc1	7	4	x	4	8	-2.1	x
COc1ccc(OC)c(Nc2nc(N)nc(CSc3nnc(N)s3)n2)c1	-12	4	-3	x	-2	-1.2	x
C[C@H](CO)N1C[C@H](C)[C@@H](CN(C)S(=O)(=O)c2cccs2)OCCCC[C@H](C)Oc2ccc(NC(=O)Nc3ccc(C(F)(F)F)cc3)cc2C1=O	8	6	-5[16.7 µM]	x	-1	5.8	u
Cc1ccc(NC(=O)CSc2nc(=O)n(Cc3ccncc3)c3c2CCC3)c(C)c1	3	-8	-2	-4	-1	0.9	3
O=C(Cn1nc(C(F)(F)F)c2c1CCC2)NCc1ccc(F)cc1	x	x	0	4	x	x	13
O=C(/C=C/c1ccccc1)c1ccccc1	-41	3	-5	-4	x	3.4	-81
Cc1cc[n+](-c2nc([O-])sc2/C=N/Nc2ccc([N+](=O)[O-])cc2)cc1	-13	-6	-5	x	-7	3.5	x
NC(=O)c1nsc(C(=O)N(c2ccccc2)C(C(=O)NCC2CCCO2)c2ccc(F)cc2)c1N (configuration not stated)	-4	1	-6	-7	4	-1.3	11
C[C@@H]1CN([C@@H](C)CO)C(=O)c2cc(NC(=O)NC3CCCCC3)ccc2O[C@@H](C)CCCCO[C@H]1CN(C)CC1CCCCC1	8	4	14[16.7 µM]	9	28	0.1	21
COc1ccc(OC(C)C(=O)Nc2ccccc2C(F)(F)F)cc1 (configuration not stated)	0	20	0	9	15	1.7	37
C[C@@H]1CN([C@H](C)CO)C(=O)c2cc(C#C[C@@H](C)O)cnc2O[C@@H]1CN(C)C(=O)CC1CC1	-25	-5	-5[16.7 µM]	2	16	-4.8	x
CC(C)OC(=O)N(C)C[C@@H]1OCc2cn(nn2)CCCC(=O)N([C@H](C)CO)C[C@@H]1C	1	84*	1[16.7 µM]	-8	0	-0.4	x
Cc1ccc(S(=O)(=O)N2CC[C@@H]3[C@H]2c2cc(C#Cc4ccc(F)cc4)ccc2N[C@@H]3CO)cc1	-3	29*	0[16.7 µM]	26	6	1.0	-25
CCNC(=O)c1ccc(N(C)S(=O)(=O)c2cccs2)cc1	4	u	-3	x	-5	1.7	6
C/C=C/c1ccc([C@H]2[C@@H](CN(C)C(=O)C3CC3)N(C(=O)CC)[C@H]2CO)cc1	-7	u	21[16.7 µM]	4	6	-0.8	7
C[C@@H]1CCCCO[C@@H](CN(C)S(=O)(=O)c2ccccc2)[C@H](C)CN([C@@H](C)CO)C(=O)c2cc(NC(=O)Nc3ccc(C(F)(F)F)cc3)ccc2O1	1	u	-2[16.7 µM]	-6	6	3.7	75*
Cc1ccc(C(=O)COc2cc(C)nc3nncn23)cc1	6	7	x	-2	x	1.8	-6
CC(=O)c1ccc(NC(=O)C(C)N(C)CC(=O)Nc2cccc(F)c2)cc1 (configuration not stated)	3	x	6	2	5	2.3	-9
COC(=O)c1c(NC(=O)Cc2ccccc2)sc2c1CCN(C(C)C)C2	-7	u	-4	1	x	0.3	-8
CCCCCCSc1ccc([C@@H]2[C@@H]3C(=O)N(CC)C(=O)[C@@H]3[C@]3(C(=O)OC)CCCCN23)cc1OC	-19	7	-5	-6	-24	-2.3	3
C[C@H]1CN([C@@H](C)CO)C(=O)c2cc(-c3cccc(F)c3)cnc2O[C@@H]1CN(C)C(=O)C1CCOCC1	-12	23	3[16.7 µM]	x	1	-0.5	-14
CCC(=O)N1C[C@@H](C)[C@@H](OC)CN(C)C(=O)c2cc(NC(=O)NC3CCCC3)ccc2OC[C@H]1C	x	-4	x	-1	7	-1.4	-10
CC(C)c1ccc(N(CC(=O)N/N=C/c2ccc(OC3CSC3)cc2)S(=O)(=O)c2ccccc2)cc1	3	-10	x	3	-3	x	-4
CC(CN1CCCCC1)OC(=O)c1ccc2c(c1)OCCO2 (configuration not stated)	-41	1	x	-4	11	-4.9	-34
C[C@H]1CN([C@@H](C)CO)C(=O)Cc2cc(NS(=O)(=O)c3ccc(Cl)cc3)ccc2O[C@@H]1CN(C)S(C)(=O)=O	7	-6	2[16.7 µM]	x	6	2.4	-10
COc1cc(OC)c2c(-c3ccccc3)cc(=O)oc2c1C(CCN1CCN(c2ccccc2)CC1)c1ccc(N(C)C)cc1 (configuration not stated)	4	-8	5	-4	0	4.8	0
CC(C)[C@H](NC(=O)c1ccccc1)C(=O)OCC(=O)Nc1ccc2c(c1)OCCO2	1	-5	x	-9	-9	x	8
